Bioassay records from PubChem.
T cell modulator = modulators of CD8 T cell-vesicle binding, primary screen, mouse 2C CD8+ T cells, flow cytometry; 2C CD8+ T cell-vesicle binding; active compounds read low; calls only at 7 µM; hit rate 0.068% among 330,000; AID 2052, 2009;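 active = response, share of CD8 T cells binding vesicles, and their 90th percentile fluorescence all below set limits, cut at about 80% in these data, passing the limit was not always enough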
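Assay system – 2C mouse CD8+ T cells · Also added – QL9-loaded Drosophila micro-vesicles · Timing – Cell–vesicle co-incubation 1.5 h at 37 °C, staining 20 min on ice · Signal – flow cytometry of vesicle-bound cells · Measure – percent CD8+ FL2 mean versus row control · Controls – Peptide-free naked vesicles (low) and QL9 vesicles with 0.7% DMSO vehicle (high)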
Lipid droplet = inhibitors of hepatocyte lipid droplet formation, primary screen, imaging, high-throughput imaging, BODIPY stain. AML12 mouse hepatocytes, oleate lipid droplets. inhibition, % at 6.5 µM. hit rate 0.4% among 240,000. AID 1656, 2009;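 active = lipid droplet intensity inhibited by at least 50%, with more than 500 cells counted; inconclusive = wells with under 300 cells, treated as cytotoxic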
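material = mouse AML12 hepatocyte cell line, fixed after treatment | also added = 100 µM oleic acid challenge | doses = compound at 6.5 µM only | schedule = overnight exposure | technique = Image-based BODIPY and DAPI two-channel analysis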
Myeloid diff MLP = induction of myeloid progenitor differentiation, primary screen, cell-based, flow cytometry, MLPCN library. ER-HoxA9 myeloid progenitors, lysozyme-GFP differentiation. calls only at 10 µM. hit rate 1% among 360,000. AID 624256, 2012;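 active = normalized GFP-positive differentiation at or above the plate's own cutoff, the solvent-only control mean plus 3 SD; inconclusive = no clear call, values can overlap the other calls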;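 also: cells exposed to compound for four days before flow analysis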
MT stabilizer = microtubule stabilizers in HeLa cells, primary screen, imaging, high-content imaging; HeLa tubulin immunostaining HCS, 24 h; share of cells brighter than vehicle mean+2SD; % tubulin-high responders, % at 10 µM; hit rate 0.83% among 200,000; AID 2205, 2009;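 active = plate Z-score above 3 for both tubulin-high and condensed-nucleus cell shares, with cell loss under 80%, at 10 µM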;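 also: anti alpha tubulin signal scored within the nucleus-defined area of each cell; some results filed as inactive read as strong as hits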
West Nile virus CPE = West Nile virus antiviral activity, cell-based, CPE readout (AID 1621); CPE inhibition, % at 10 µM; hits with a dose series show IC50 in µM; hit rate 0.02% among 290,000; West Nile virus-infected cells, CPE inhibition; higher % means a stronger effect; in the data active = a potency from the dose series; inconclusive = CPE inhibition mostly from about 3.7% at the one dose, without a potency; inactive = the rest, 99 in 100 with CPE inhibition below about 2.2%; also: strong numbers were not always called active
bCat nuc transl = modulators of beta-catenin nuclear translocation, primary screen, imaging, HeLa cells, immunofluorescence, high-content | nuclear translocation activity, % at 5 µM | hit rate 0.3% among 190,000 | AID 1665, 2009;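 active = nuclear translocation activity above 50% at 5 µM, with a well cell count of 50 or more; inconclusive = wells under 50 cells across six images, flagged as toxic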;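 also: per-cell ratio of nuclear to cytoplasmic median beta-catenin stain intensity; plate controls were DMSO negative control for no effect and GSK-3 inhibitor IX positive control for full effect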
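test system = HeLa cells, endogenous beta-catenin | dosing = single 5 µM dose plus 0.02–20 µM confirmation series | times = compound treatment 24 h, 37°C, 5% CO2 | technique = beta-catenin immunofluorescence imaging with DAPI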
Autophagy HCS = autophagy modulators in MEF cells, primary screen, imaging, high-content, MEF GFP-LC3 | MEF GFP-LC3 puncta imaging; test concentration mostly 10 µM | AID 463193, 2010 | calls only at 10 µM (by protocol) | hit rate 0.98% among 190,000;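 active = percentage of spot-positive cells more than 3 SD above its plate mean, without a fluorescence outlier flag or 80% toxicity; inconclusive = no clear call, values can overlap the other calls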;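 also: spot-positive cell cutoff set from DMSO-treated cells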
Insulin prom up = insulin promoter activators in MIN6 cells, imaging, high-content screening, mouse beta cells | MIN6 insulin promoter-GFP reporter; active compounds read high | z-score at 5 µM | hit rate 0.3% among 190,000;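 active = z-score above 3 at 5 µM with at least 500 cells counted in the well; inconclusive = wells under 500 cells, flagged as cytotoxic or low count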
WT yeast gro inh = growth inhibition of WT strain, primary screen, mitochondrial fusion inhibitor project, WT and mutant strains, chemical genetic | AID 1362, 2008 | hit rate 2.1% among 190,000 | inhibition, % at 10 µM | mitochondrial fusion phenotypic screen; in the data active = inhibition above about 58%; tested in S. cerevisiae
WT yeast gro inh mutant strain = further read-out of WT yeast gro inh, marked with its call; inhibition, %; mitochondrial fusion phenotypic screen, mutant strain inhibition
Insulin prom up cell count = further read-out of Insulin prom up, marked with its call; cell count; measured here: cytotoxicity, nuclei count;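 total cells summed across four imaged fields per well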
Lipid droplet cells 6.5 µM = also measured in Lipid droplet; calls as there; cell count; measured here: cell count, cytotoxicity flag;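 cells counted across two imaged fields per well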
bCat nuc transl cell count 5 µM = further read-out of bCat nuc transl, marked with its call; cell count; measured here: cell count, cytotoxicity flag
T cell modulator vesicle-bound % = further read-out of T cell modulator, marked with its call; double positive events, %; measured here: CD8+ vesicle-bound cell fraction;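 binding gate set so that unloaded-vesicle control wells show 10% double positive cells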
MT stabilizer Hoechst-high % = recorded beside MT stabilizer, whose call it bears; % Hoechst-high responders; measured here: nuclear condensation Hoechst responders;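 share of cells brighter than vehicle mean plus two SD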
MT stabilizer cytotoxicity % = recorded beside MT stabilizer, whose call it bears; toxicity, %; measured here: cytotoxicity by cell density;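 0% = mean cell density of plate MIN control wells and 100% = no cells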
Autophagy HCS cell loss 18 h = further read-out of Autophagy HCS, marked with its call; toxicity, %; measured here: cell loss, nuclei count;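 cell loss after 18 h compound exposure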
Myeloid diff MLP GFP+ MAC1+ % = also measured in Myeloid diff MLP; calls as there; GFP+ MAC1+ double positive, %; measured here: differentiation confirmed by MAC1 staining
* hit, by the source's call; i = inactive; ? = inconclusive; · = not tested or not shown.

SMILES	T cell modulator	T cell modulator vesicle-bound %	Lipid droplet	Lipid droplet cells 6.5 µM	Myeloid diff MLP	Myeloid diff MLP GFP+ MAC1+ %	MT stabilizer	MT stabilizer Hoechst-high %	MT stabilizer cytotoxicity %	West Nile virus CPE	bCat nuc transl	bCat nuc transl cell count 5 µM	Autophagy HCS	Autophagy HCS cell loss 18 h	Insulin prom up	Insulin prom up cell count	WT yeast gro inh	WT yeast gro inh mutant strain
O=C(CCc1nnc(C2(c3ccc(Cl)cc3)CCC2)o1)N1CCCC(O)C1 (stereo unspecified)	i	13.3	-15.3	718	i	4.6	·	·	·	0.4%	·	·	·	·	·	·	·	·
CNCC(O)C(O)C(O)C(O)CO (stereo unspecified)	i	28.4	-1.4	745	i	2.8	3.1	1.7	5.8	-0.4%	-0.3	1119	i	-10.5	-0.02	1373	-1.8	2.0
CCCCc1ccc(/C=C2\C(=O)c3ccccc3C(O)=C2C(=O)OCC)cc1	i	59.1	-4.8	622	·	·	11.4	1.8	10.8	0.2%	0.6	1031	i	0.4	-1.3	670	72.3*	47.6*
O=C(CN1C(=O)/C(=C/c2ccccc2)SC1=S)NC1CCS(=O)(=O)C1 (stereo unspecified)	i	23.3	1.2	724	i	1.1	·	·	·	-0.5%	·	·	·	·	·	·	·	·
N#C/C(=C\N1CCCCC1)S(=O)(=O)c1ccc(Cl)cc1	i	39.5	19.3	730	i	0.6	·	·	·	0.2%	-0.1	1320	·	·	-0.12	1123	·	·
CN1CCN(C(=O)CCN2C(=O)/C(=C/c3ccccc3Cl)SC2=S)CC1	i	53.9	-12.1	733	i	1.2	1.5	1.8	7.8	21.6%	2.3	970	i	14.6	-0.04	1420	-1.7	-13.9
FC(F)(F)c1ccc(-c2nnc(-c3cccnc3)o2)cc1	i	44.1	3.1	799	i	0.4	·	·	·	0.5%	·	·	·	·	·	·	·	·
Cc1ccc(NC(=O)CCCCCC2NC(=O)NC2C)cc1 (stereo unspecified)	i	33.0	6.5	811	i	6.9	2.7	2.3	8.1	0.6%	0.4	1079	i	-9.3	0.1	1242	-13.2	-8.5
O=C(CS(=O)(=O)Cc1ccccc1)NCc1ccccc1Cl	i	35.6	3.1	806	i	1.3	·	·	·	-0.2%	·	·	·	·	·	·	·	·
CC(Sc1ccc(Cl)cc1)C(=O)NNC(=O)c1csc(N2CCOCC2)n1 (stereo unspecified)	i	64.3	-1.4	643	i	0.9	·	·	·	-0.2%	·	·	·	·	·	·	·	·
Cc1ccc(NC(=O)CNc2cc(S(=O)(=O)N3CCOCC3)ccc2NCC2CCCO2)cc1F (stereo unspecified)	i	5.7	-18.4	750	i	0.2	·	·	·	0.1%	·	·	·	·	·	·	·	·
CC(C)(C)OC(=O)N1CCC(C(=O)NCC2CCCO2)CC1 (stereo unspecified)	i	42.2	13.4	782	i	0.6	·	·	·	-0.5%	·	·	·	·	·	·	·	·
C=CCSc1nc(C)c(Cc2cccc3ccccc23)c(=O)[nH]1	i	65.8	-20.8	615	i	0.5	5.1	1.9	6.1	0.0%	1.3	1420	i	13.4	0.99	1468	0.5	3.9
CC(N=c1ccccn1C(=O)Nc1ccc(Cl)cc1)c1ccco1 (stereo unspecified)	i	10.8	·	·	·	·	4.3	3.4	8.6	-0.4%	-6.2	943	i	1.6	-2.21	1065	4.0	9.6
Cc1ccnc(SCC(=O)c2cccs2)n1	i	13.7	-1.0	668	i	0.9	3.5	3.3	6.8	1.8%	-1.9	1067	i	19.7	0.73	1193	-11.4	-33.4
COc1nc(-c2ccccc2Cl)ccc1C#N	i	8.6	10.5	731	i	5.2	4.2	2.1	10.2	0.1%	9.6	698	i	-20.8	0.09	1934	-5.2	10.8
COc1ccc(CN2C(=O)N(c3ccc(OC)cc3)C(=O)C2CC(=O)Nc2ccccc2)cc1 (stereo unspecified)	i	16.3	2.7	693	i	6.4	4.4	1.7	9.4	0.8%	-1.3	1054	i	11.1	0.53	1259	-3.9	6.5
CC(C)(C)c1ccc(OCC(=O)NCc2ccco2)c(Br)c1	i	4.9	-1.4	750	i	1.0	1.8	3.2	18.3	-0.1%	0.0	1069	i	-4.8	-0.27	1355	0.6	7.5
O=C(NCc1ccccc1)C1CCCN(S(=O)(=O)c2cccc3nsnc23)C1 (stereo unspecified)	i	14.7	8.6	759	i	1.7	·	·	·	-0.3%	·	·	·	·	·	·	·	·
CCOC(=O)c1c(NC(=O)CCC(=O)O)sc2c1CCCCC2	i	44.1	-3.1	706	i	0.3	3.4	2.4	3.3	1.5%	·	·	i	-2.0	-0.03	1144	-23.2	-3.8
O=C(Cn1nnc2ccccc2c1=O)NCc1ccc(Cl)cc1	i	41.7	-17.4	642	i	0.4	1.6	2.4	2.3	0.4%	-4.0	1035	i	-13.9	1.06	1302	1.7	2.6
Cc1cc(Cl)ccc1N=c1ssnc1Cl	i	18.8	2.6	791	i	2.9	1.5	1.8	8.0	1.5%	·	·	i	-2.6	·	·	11.6	22.4
COCCCNC(=O)c1nc2ccccc2c(=O)n1NC(=O)Nc1c(Cl)cccc1Cl	i	3.1	20.1	848	i	0.5	·	·	·	0.0%	·	·	·	·	·	·	·	·
CN(C)CCCN(C(=O)c1ccco1)c1nc2ccc(Br)cc2s1	i	26.4	-7.6	709	i	0.5	2.9	1.8	1.7	?	1.8	1029	i	-36.7	0.62	1180	22.1	21.4

Individual results from the entries so far.
`CCOC(=O)c1c(NC(=O)CCC(=O)O)sc2c1CCCCC2` @ MT stabilizer Hoechst-high %: 2.4
`COc1nc(-c2ccccc2Cl)ccc1C#N` @ Lipid droplet: 10.5

More structures follow.
SMILES	T cell modulator	T cell modulator vesicle-bound %	Lipid droplet	Lipid droplet cells 6.5 µM	Myeloid diff MLP	Myeloid diff MLP GFP+ MAC1+ %	MT stabilizer	MT stabilizer Hoechst-high %	MT stabilizer cytotoxicity %	West Nile virus CPE	bCat nuc transl	bCat nuc transl cell count 5 µM	Autophagy HCS	Autophagy HCS cell loss 18 h	Insulin prom up	Insulin prom up cell count	WT yeast gro inh	WT yeast gro inh mutant strain
COc1ccc(C2c3c(ncn(CCCO)c3=N)Oc3ccc4ccccc4c32)cc1 (stereo unspecified)	i	51.2	14.4	732	i	0.2	·	·	·	-1.3%	3.2	1123	·	·	1.02	884	·	·
O=C(Cn1c(=O)oc2ccccc21)Nc1ccc2c(c1)OCCO2	i	6.0	-7.8	741	i	0.5	2.6	1.5	2.8	-0.1%	·	·	i	-3.4	-0.25	1316	54.1	3.3
CCOC(=O)/C(C#N)=C1\CCCN1CC(N)=S	i	45.5	6.9	737	i	0.4	2.9	3.6	11.1	-0.5%	1.8	505	i	-3.0	-0.24	1247	0.6	-7.4
Cc1cc(NC(=O)CSc2nnnn2-c2ccc(C)c(Cl)c2)no1	i	22.6	-2.7	755	i	0.4	·	·	·	0.2%	·	·	·	·	·	·	·	·
c1ccc2sc(N3CN(CCN4CCOCC4)CN(c4nc5ccccc5s4)C3)nc2c1	i	30.9	·	·	i	1.0	3.3	3.0	6.7	-0.6%	-4.1	789	i	20.0	-0.75	1132	0.0	-6.4
CCOc1ccccc1NC(=O)NNS(=O)(=O)c1cc(C)ccc1C	i	63.7	-26.0	837	i	1.2	·	·	·	0.0%	·	·	·	·	·	·	·	·
COc1cc(/C=N/NC(=O)CN(Cc2ccco2)S(=O)(=O)c2ccccc2)ccc1O	i	5.0	10.2	628	i	1.5	3.5	1.8	7.9	-0.7%	·	·	i	-7.5	-0.53	1369	2.2	5.8
O=C(Nc1cccc(S(=O)(=O)NC2=NCCCCC2)c1)C1COc2ccccc2O1 (stereo unspecified)	i	25.4	-0.9	718	i	0.6	1.2	2.3	4.1	-0.3%	-1.7	1205	i	1.8	-0.36	1563	-3.7	-3.3
Cc1cccc(S(=O)(=O)Nc2nc3ccccc3nc2Nc2cccc(C(=O)O)c2)c1	i	31.8	-5.9	697	i	1.4	·	·	·	-0.5%	·	·	·	·	·	·	·	·
CCCn1c(C)cc(C(=O)COC(=O)c2nccnc2N)c1C	i	8.0	-3.3	709	i	0.3	3.9	3.1	10.9	1.1%	-1.7	1121	i	-6.5	-0.06	1312	-4.1	1.4
O=C(Cc1ccccc1[N+](=O)[O-])Nc1ccccc1C(=O)N1CCOCC1	i	36.6	2.4	690	i	0.1	2.1	1.0	1.5	-0.3%	-0.3	1069	i	-1.5	-0.62	1458	-6.4	-4.1
FC(F)(F)c1nc2ccccc2[nH]1	i	6.5	-18.1	797	i	0.7	·	·	·	0.1%	1.2	1264	·	·	-0.19	1183	·	·
CCn1c(SCC(=O)O)nnc1-c1cc2c(C)nn(-c3ccccc3)c2s1	·	·	·	·	i	1.2	1.4	1.8	12.5	·	·	·	i	7.4	·	·	-15.4	-52.9
Cn1c(SCc2n[nH]c(=S)n2-c2ccccc2)nnc1-c1ccccc1	i	7.4	3.4	761	i	0.8	3.7	3.0	9.5	2.1%	0.7	525	i	-15.7	0.17	1217	-24.1	-20.4
Cc1ccc(-c2nnc(N3CCCCC3)c3ccccc23)cc1	i	57.2	15.6	691	i	0.8	·	·	·	-0.6%	-0.4	1305	·	·	-0.44	1150	·	·
